TRPC6 inhibitor = blocks the mouse TRPC6 cation channel. Q61143. HEK293-TRPC6, membrane potential dye, ACh-evoked depolarization; active compounds read low. B-score at 10 µM. actives 1.1% (n = 310,000). AID 2553;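 active means B-score under library mean minus 3 SD, initial fluorescence not abnormally high, positive integrated signal ratio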;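 further: B-score derived from integrated fluorescence ratio over the kinetic read; more negative B-score means stronger inhibition of depolarization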
MrgX1 PAM = human MrgX1 positive allosteric modulation, primary screen. Q96LB2. MrgX1-HEK293, Fluo-4 calcium flux, FDSS; active compounds read high. B-score at 10 µM. actives 0.63% (n = 310,000);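 active means plate-corrected calcium response at least 3 library SD above typical, normal starting fluorescence, not activating the receptor alone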;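 further: compound read alongside a low EC10 to EC30 dose of BAM8-22 agonist; peak minus trough fluorescence over baseline measured at the second addition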
MrgX1 agonist = human MrgX1 receptor agonism, primary screen | MrgX1-HEK293 cells, Fluo-4 calcium fluorescence, agonist mode; active compounds read high | B-score at 10 µM | actives 0.44% (n = 310,000);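 active means calcium response B-score plate-corrected fluorescence ratio at least 3 library SD, with starting fluorescence B-score inside 5 SD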
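Material – MrgX1-expressing HEK293 cells · Input – 15,000 cells seeded per well · Dosing – compound as first of three additions · Times – overnight seeding, then 1 h dark dye loading · Measured by – kinetic Fluo-4 NW fluorescence of intracellular calcium · Read-out – B-scored fluorescence response ratio · Benchmarks – positive and negative control wells on each plate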
SKKanGAS inh = inhibitors of SKKanGAS S. pyogenes growth in kanamycin (SK-promoter or general growth effect); inhibition, % at 7.5 µM; actives 1.3% (n = 300,000); AID 1662; BacTiter-Glo, 6 h;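 active means mean replicate score, as percent of positive control median, at least 50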;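 further: strain carries kanamycin resistance gene driven by streptokinase promoter and grows in 40 µg/ml kanamycin; loss of luminescence reflects streptokinase promoter inhibition or plain growth inhibition; 0% = median of DMSO wells and 100% = positive control at its reference dose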
HDAC3 inh = inhibitors of human histone deacetylase 3; recombinant HDAC3, fluorogenic peptide/trypsin coupled, fluorescence; inhibition, % at 8.3 µM; actives 0.15% (n = 320,000); O15379; in the data active means inhibition above about 26%, passing the limit was not always enough
TMEM16A inh = blocks the mouse calcium-activated chloride channel TMEM16A. HEK293 TMEM16A/YFP iodide influx fluorescence, ionomycin. normalized B-score (activity score, 25-100; higher = stronger inhibition) at 10 µM. actives 1.2% (n = 310,000). AID 588511;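 active means ratio plate-corrected score three or more library SD toward inhibition, starting fluorescence score within five deviations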;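 further: score derived from kinetic fluorescence span divided by baseline fluorescence per well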
Target sequence (Q8BHY3 whole entry, looked up): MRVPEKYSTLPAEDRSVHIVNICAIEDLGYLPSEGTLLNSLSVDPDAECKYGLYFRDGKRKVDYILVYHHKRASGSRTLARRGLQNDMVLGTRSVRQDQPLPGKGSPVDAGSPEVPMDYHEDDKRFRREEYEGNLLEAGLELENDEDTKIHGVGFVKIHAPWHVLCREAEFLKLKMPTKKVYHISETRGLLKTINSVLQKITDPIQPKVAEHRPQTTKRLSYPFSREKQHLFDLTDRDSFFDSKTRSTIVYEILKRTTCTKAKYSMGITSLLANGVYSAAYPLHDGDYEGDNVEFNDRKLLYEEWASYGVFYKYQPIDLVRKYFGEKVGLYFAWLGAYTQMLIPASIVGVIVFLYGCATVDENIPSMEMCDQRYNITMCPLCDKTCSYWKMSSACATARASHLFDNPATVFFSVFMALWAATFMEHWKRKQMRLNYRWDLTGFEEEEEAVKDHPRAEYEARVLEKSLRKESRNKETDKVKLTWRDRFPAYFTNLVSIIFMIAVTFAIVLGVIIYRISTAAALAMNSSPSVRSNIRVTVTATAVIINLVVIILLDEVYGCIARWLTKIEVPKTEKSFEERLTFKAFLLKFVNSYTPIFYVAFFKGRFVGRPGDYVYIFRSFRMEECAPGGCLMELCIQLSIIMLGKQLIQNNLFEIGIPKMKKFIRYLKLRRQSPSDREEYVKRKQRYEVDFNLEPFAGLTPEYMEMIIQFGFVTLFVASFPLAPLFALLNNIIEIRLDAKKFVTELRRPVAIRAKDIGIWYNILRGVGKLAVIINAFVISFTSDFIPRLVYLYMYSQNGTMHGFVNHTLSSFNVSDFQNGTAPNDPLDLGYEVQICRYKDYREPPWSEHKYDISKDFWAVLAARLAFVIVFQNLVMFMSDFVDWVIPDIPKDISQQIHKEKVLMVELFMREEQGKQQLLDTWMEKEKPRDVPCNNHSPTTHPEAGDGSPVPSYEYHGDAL
MrgX1 antagonist = blocks BAM8-22 activation of human MrgX1 receptor; Q96LB2; MRGX1-HEK293 calcium flux, Fluo-4, BAM8-22 antagonism; active compounds read low; B-score at 10 µM; actives 1.3% (n = 310,000); AID 588676;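 active means calcium-response B-score plate-corrected more than 3 library SD below zero, starting fluorescence within 5 deviations, no agonist response on first addition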;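 further: peak minus trough fluorescence over baseline after final BAM8-22 challenge near maximal dose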
RGS4 inh = human RGS4 inhibition; B-score at 10 µM; HEK293 M3R/RGS4 inducible, Fluo-4 calcium flux; active compounds read high; triggered by carbachol at its EC20; actives 0.45% (n = 310,000); P49798; AID 463165;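 active means B-score, a plate-corrected calcium signal, over three deviations above library mean, with baseline fluorescence within five deviations of library mean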;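 further: RGS4 expression induced by doxycycline in cells with stable M3 receptor; B-score is computed from the integrated fluorescence ratio over baseline after carbachol; higher B-score means a larger calcium signal and so more RGS4 inhibition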
TRPC6 act = activates the mouse TRPC6 cation channel | Q61143 | HEK293-TRPC6 membrane potential dye fluorescence; active compounds read high | B-score at 10 µM | actives 0.13% (n = 310,000) | AID 2550;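 active means B-score of the integrated fluorescence ratio above library mean plus 3 SD, and starting fluorescence ratio within library mean plus 5 SD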;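 further: higher score means more depolarization so channel activation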
RGS4 act = RGS4 potentiation or activation; HEK293 M3R/inducible RGS4, carbachol calcium flux Fluo4; active compounds read low; B-score at 10 µM; actives 0.92% (n = 310,000); AID 463111;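 active means B-score of the integrated calcium signal more than 4 SD below the library mean, with starting fluorescence not abnormally high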;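 further: negative B-score means reduced calcium response which marks RGS4 activation or potentiation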
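Reagent: ECmax carbachol challenge; Test system: M3R-expressing HEK293 line, RGS4 induced by doxycycline; Schedule: overnight RGS4 induction, 30 min dye load 37 °C, 20 min compound RT; Detection: calcium dye Fluo4 fluorescence; Read-out: Agonist-evoked peak-minus-minimum fluorescence over baseline, integrated ratio, B score.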
TMEM16A act = mouse TMEM16A channel activation, primary screen; actives 0.3% (n = 340,000); B-score at 10 µM; Q8BHY3; HEK293 TMEM16A/YFP-H148Q/I152L, iodide quench fluorescence; active compounds read low; AID 623877;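 active means fluorescence-ratio B-score plate-corrected deviation score at least 3 library SD below zero, with starting fluorescence score within 5 deviations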;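 further: channel opened by trigger with iodide after compound preincubation; score built on the fluorescence ratio of max minus min over baseline; more negative score means more quench and so TMEM16A activation or potentiation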
An asterisk follows results filed as active; i = inactive; x = no result given.

Fields – MrgX1 PAM	RGS4 act	TMEM16A inh	SKKanGAS inh	MrgX1 agonist	TRPC6 inhibitor	RGS4 inh	TRPC6 act	TMEM16A act	HDAC3 inh	MrgX1 antagonist
1	Cn1cc(C(c2ccccc2OCC(=O)O)c2cn(C)c3ccccc23)c2ccccc21
→ i	i	25*	9	i	i	i	i	i	3	i
2	CN(CCOc1ccccc1)C(=O)c1ccc2c(=O)n3c(nc2c1)CCC3
→ i	i	i	-6	i	i	i	i	i	-4	i
3	CCCCc1cn([C@@H](CCCCN)C(=O)N2CCNCC2)nn1
→ i	i	i	-1	i	i	i	i	i	0	i
4	Cc1cccc(NC(=O)c2cccc(C(=O)Nc3cccc(C)c3)n2)c1
→ i	i	i	-3	i	i	i	i	i	1	i
5	CS(=O)(=O)c1ccc2nc(NC(=O)C3=NN(c4ccccc4)C(=O)CC3)sc2c1
→ i	i	i	2	i	i	i	i	i	x	i
6	COC(=O)Nc1ccc(S(=O)(=O)N2CCC(C)CC2)cc1
→ i	i	i	-2	i	i	i	i	i	2	i
7	Cc1cc(C(=O)CSc2nncs2)c(C)n1-c1ccc2c(c1)OCO2
→ i	i	i	5	i	i	i	i	i	12	i
8	O=C(Nc1nccs1)c1cc2sccc2n1Cc1ccc(F)cc1
→ i	i	i	-6	i	i	i	i	x	-1	i
9	O=[N+]([O-])c1cccc(/C=C/c2nc(C=Nc3ccccc3)c(O)o2)c1
→ i	i	i	-2	i	i	i	i	i	-5	i
10	O=C(COc1ccc(F)cc1Br)N1CCN(c2ncccn2)CC1
→ i	i	i	-2	i	i	i	i	i	3	i
11	O=C(/C=C/c1ccccc1)c1ccccc1O
→ i	i	i	6	i	i	i	i	i	6	i
12	O=C(NCCc1ccc2c(c1)OCCO2)c1ccccc1F
→ i	i	i	-1	i	i	i	i	i	1	i
13	O=C(CC1Nc2ccccc2NC1=O)c1ccccc1 (centres undefined)
→ i	i	i	4	i	i	i	i	x	16	i
14	Cc1nc2ccccn2c1/C(O)=C1\C(=O)C(=O)N(CCN2CCOCC2)C1c1ccncc1 (centres undefined)
→ i	i	i	-10	i	i	i	i	i	6	i
15	O=C(/C=C/c1ccco1)Nc1nc(-c2ccccc2)cs1
→ i	i	i	6	i	i	i	i	i	8	i
16	CN(C)P(=NC(=O)COc1ccc(Cl)cc1Cl)(N(C)C)N(C)C
→ i	i	i	-1	i	i	i	i	i	1	i
17	Cc1ccc(S(=O)(=O)C2(C(=O)Nc3ccc4c(c3)OCO4)CC2)cc1
→ i	i	i	4	i	i	i	i	i	-7	i
18	Cc1ccc(CN2CCN(CC3CC4C=CC3C4)CC2)cc1 (centres undefined)
→ i	i	i	-2	i	i	i	i	i	1	i
19	CCCn1c2ccccc2c2nnc(SCC(=O)Nc3c(C)n(C)n(-c4ccccc4)c3=O)nc21
→ i	i	i	-2	i	i	i	i	i	-4	i
20	COc1ccc(OC)c(C(C(=O)NCc2ccco2)N(C(=O)Cn2nnc3ccccc32)C2CC2)c1 (centres undefined)
→ i	i	i	2	i	i	i	i	i	1	i
21	CC(=O)Nc1ccc(NC(=O)c2sc(-c3ccccc3)nc2C)cc1
→ i	i	i	-3	i	i	i	i	i	5	i
22	O=C(NNC(=S)Nc1ccc(Cl)cc1Cl)c1ccncc1
→ i	i	i	7	i	i	i	i	i	5	i
23	Cc1c2cnn(CC(=O)NCc3ccccn3)c(=O)c2c(C)n1Cc1ccc(Cl)cc1
→ i	i	i	-2	i	i	i	i	i	2	i
24	COc1ccc(S(=O)(=O)NCC2CCC(C(=O)NCCC(C)C)CC2)cc1 (centres undefined)
→ i	i	i	10	i	i	i	i	i	-3	i
25	Cc1ccccc1CN(c1ccc(C(=O)Nc2ccccc2C(=O)N2CCCC2)cc1)S(C)(=O)=O
→ i	i	i	8	i	i	i	i	i	11	i
26	CC(=O)Nc1ccc2ccc3cccc4ccc1c2c34
→ i	i	i	-1	i	i	i	i	i	-4	i
27	C=CCN1CN(S(=O)(=O)c2cccc(Cl)c2)c2nc3ccccc3nc21
→ i	i	i	7	i	i	i	i	i	-7	i
28	COc1ccccc1NC(=O)c1cc2ccccc2o1
→ i	i	i	-6	i	i	i	i	i	1	i
29	O=C(NCC1CCCO1)C(=O)N/N=C/c1c(F)cccc1Cl (centres undefined)
→ i	i	i	1	i	i	i	i	i	3	i
30	CC(C)CN(CC(C)C)C(=O)CN1c2cccc3cccc(c23)S1(=O)=O
→ i	i	i	1	i	i	i	i	i	-5	i
31	CCCn1c2c(c(O)c(C(=O)NCc3ccccc3)c1=O)CCCC2
→ i	i	i	27	i	i	i	i	i	2	i
32	CN(CC(=O)Nc1ccc(Cl)cc1)C(=O)c1cccc(S(=O)(=O)N(C)C)c1
→ i	i	i	-8	i	i	i	i	i	x	i
33	O=C(COC(=O)c1ccc(F)cc1F)Nc1ccc2[nH]c(=O)[nH]c2c1
→ i	i	i	-5	i	i	i	i	i	1	i
34	COc1ccc2[nH]c3c(c2c1)CC(C)NC3=O (centres undefined)
→ i	i	i	-4	i	i	i	i	i	-20	i
35	Cc1nn(Cc2c(F)c(F)c(F)c(F)c2F)c(C)c1NC(=O)c1c(-c2ccccc2)nn(-c2ccccc2)c1C
→ i	i	i	10	i	i	i	i	i	7	i
36	Cc1ccc(S(=O)(=O)N(CC(O)CN2CCCC2)c2ccccc2)cc1 (centres undefined)
→ i	i	i	7	i	i	i	i	i	2	i
37	CCN(CC)CCCNC(=O)c1ccc2c(SCC(=O)O)c3c(nc2c1)CCC3
→ i	i	i	-5	i	i	i	i	x	-1	i
38	CCOc1ccc(-n2c(C)cc(/C=C3/C(=N)N4C(=NC3=O)SN=C4S(C)(=O)=O)c2C)cc1
→ i	i	i	84*	i	i	i	i	-6.3*	3	i
39	CCn1cc(CN2CCC(C(=O)Nc3cccc(-c4cccc(F)c4)c3)CC2)cn1
→ i	i	i	-1	i	i	i	i	i	-6	i
40	O=C(CSc1cn(Cc2ccccc2)c2ccccc12)Nc1nccs1
→ i	i	i	4	i	i	i	i	i	1	i
41	O=C(CCSCc1ccc(Cl)cc1)NCCc1ccccc1
→ i	i	i	-4	i	i	i	i	i	-8	i
42	CCN1CCN(c2nc3c(C)cccn3c(=O)c2/C=C(\C#N)S(=O)(=O)c2ccc(C)cc2)CC1
→ i	i	i	-4	i	-5.1*	i	i	i	7	i
43	COCCCNC(=O)CNC(=S)N(Cc1ccccc1)Cc1cccnc1
→ i	i	i	-3	i	i	i	i	i	-15	i
44	Cc1cc2nc(-c3ccc(SCc4ccccc4C#N)nc3)[nH]c2cc1C
→ i	i	i	20	i	i	i	i	i	-6	i
45	Cn1c(=NC(=O)c2ccccc2[N+](=O)[O-])sc2cc(S(C)(=O)=O)ccc21
→ i	i	i	10	i	i	i	i	i	0	i
46	CC(C)C(C(=O)NCC1CCCO1)N(Cc1cccs1)C(=O)CNS(=O)(=O)c1ccccc1 (centres undefined)
→ i	i	i	1	i	i	i	i	i	1	i
47	O=C(Cn1nnc(-c2ccccc2F)n1)N1CCCCC1
→ i	i	i	11	i	i	i	i	i	-5	i
48	COc1ccc(C)cc1NC(=O)CCN1CCCC1
→ i	i	i	-12	i	i	i	i	i	-3	i
49	CCCN1Cc2cccc(C(=O)NCCc3cccc(C)c3)c2C1=O
→ i	i	i	-1	i	i	i	i	i	3	i
50	CCOC(=O)C1=C(C)Nc2ccccc2N=C1NC(=O)C(CC)c1ccccc1 (centres undefined)
→ i	i	i	4	i	i	i	i	i	-1	i

Other compounds:
Fields – MrgX1 PAM	RGS4 act	TMEM16A inh	SKKanGAS inh	MrgX1 agonist	TRPC6 inhibitor	RGS4 inh	TRPC6 act	TMEM16A act	HDAC3 inh	MrgX1 antagonist
51	CCOc1ccc(S(=O)(=O)NC(C)C)cc1C(N)=O
→ i	i	i	8	i	i	i	i	i	2	i
52	CN(CC(=O)Nc1cccc(F)c1)C(=O)CCNC(=O)c1ccc(Br)cc1
→ i	i	i	-4	i	i	i	i	i	4	i
53	COc1ccc(S(=O)(=O)N2CCCN(CC(=O)Nc3ccc4c(c3)OCO4)CC2)cc1
→ i	x	i	x	i	x	x	x	i	1	i
54	CCC1=NN(C(=O)COc2ccccc2)C(O)(c2ccncc2)C1 (centres undefined)
→ i	i	i	-3	i	i	i	i	i	-8	i
55	Cc1nc2cc(-c3ccc(Cl)cc3)nn2c(C)c1CCC(=O)NCc1ccco1
→ i	i	i	6	i	i	i	i	i	-4	i
56	CCCc1n[nH]c(=O)c2c1nnn2Cc1ccccc1
→ i	i	i	-1	i	i	i	i	i	8	i
57	CCC(C)Oc1nc(C)cc(C)c1S(=O)(=O)c1ccccc1C (centres undefined)
→ i	i	100*	5	i	i	i	i	i	5	i
58	O=C(COc1ccccc1)Nn1cnc2ccccc21
→ i	i	i	-4	i	i	i	i	i	0	i
59	COc1cccc(C(=O)Nc2cccc3cccnc23)c1OC
→ i	i	i	-1	i	i	i	i	i	-4	i
60	Cc1ncsc1CCC(=O)N1CCCC(C(=O)c2ccc3c(c2)OCO3)C1 (centres undefined)
→ i	i	i	7	i	i	i	i	i	5	i
61	Cc1cc(C)c(C)c(S(=O)(=O)Nc2ccccc2C(=O)NCCCn2ccnc2)c1C
→ x	i	x	-13	x	i	i	i	i	x	x
62	C/C(CCN1CCCCc2nc(C)c(C)cc21)=N\O[C@@H](C)CN1CCCCc2nc(C)c(C)cc21
→ i	i	i	0	i	i	i	i	x	5	i
63	CCOC(=O)c1ccccc1OCc1cc(/C=N/NC(=O)c2ccncc2)ccc1OC
→ i	i	i	0	i	i	i	i	i	-6	i
64	O=C(NC1CCOC1)c1cc(COc2cccc(C(F)(F)F)c2)on1 (centres undefined)
→ i	i	i	3	i	i	i	i	i	4	i
65	CCCNC(=O)c1csc2c1CCCCC2
→ i	i	i	12	i	i	i	i	i	2	i
66	NC(=O)c1ccc(CSc2nc3ccccc3s2)cc1
→ i	i	i	-3	i	i	i	i	i	-10	i
67	NC1=NC(=O)C(Cc2ccc(F)cc2)S1 (centres undefined)
→ i	i	i	0	i	i	i	i	i	4	i
68	CCN(CC)C(=N)/C(C#N)=N/Nc1ccccc1
→ i	i	i	-4	i	i	i	i	i	-4	i
69	COc1ccc(/C(O)=C2/C(=O)C(=O)N(c3ccccn3)C2c2cccc(Cl)c2)cc1 (centres undefined)
→ i	i	i	12	i	i	i	i	i	-1	i
